Bioassay records: PubChem, several laboratories
RT RNaseH block: blocks HIV-1 RNase H cleavage of RNA/DNA duplex; P04585; RT-RNase H RNA/DNA duplex cleavage, fluorescence; inhibition, % at 10 µM; 65,000 compounds, 1.9% hits; in the data active means inhibition above about 50%
RmlC RmlD mix: inhibitors of RmlC and RmlD coupled enzymes. RmlC/RmlD coupled enzyme inhibition, 384-well mixture HTS. inhibition, % at 5.5 µM. 110,000 compounds, 0.39% hits; in the data active means inhibition above about 30%, passing the limit was not always enough; further: strong numbers were not always called active
Active calls of the source: *; i = inactive; · = not tested or not shown. These rows are one share of the data; the hit share may differ from the screen's.

Structure	RT RNaseH block	RmlC RmlD mix
CC(=O)OCC1O[C@@H](O[C@@H]2C[C@H]3C(C)(C)[C@H](OC(C)=O)CC[C@]3(C)[C@H]3CC[C@]45C[C@]4(CC[C@H]5[C@@H](C)C[C@@H](O)[C@H](O)C(C)(C)O)[C@@]32C)[C@H](O)[C@@H](O)[C@@H]1O (some centres undefined)	·	7
Cn1cnnc1SCC(=O)Nc1ccc2c(c1)CCC2	·	-1
C=CCN(CC=C)S(=O)(=O)c1ccc2nsnc2c1	16	-9
CCc1nc(NCC(C)C)c(C#N)c2c1COC(C)(C)C2	4	-13
COc1cc(CN2CCC(C(=O)NC3CCCC3)CC2)cc(Br)c1O	15	7
Cc1cccc(Cn2c(SCCN3CCOCC3)nc3c2c(=O)n(C)c(=O)n3C)c1	0	-7
O=C(CN1C(=O)c2cccc3cccc1c23)N1CCN(c2ccccc2)CC1	1	1
O=C(CCC(=O)c1cccs1)OCC(=O)N1CCN(S(=O)(=O)c2ccccc2)CC1	-5	-13
CCc1ccc2[nH]c(=O)c(CN(Cc3ccccc3)C(=O)Nc3ccccc3OC)cc2c1	·	-6
N#CCCn1cnc2ccccc21	0	·
Oc1ccc(C2Nc3cccc4cccc(c34)N2)c(O)c1	·	-35
O=C(NC1CCCC1)C1CC(=O)N(C2CCCCCCC2)C1 (centres undefined)	1	-10

(next part)
Structure	RT RNaseH block	RmlC RmlD mix
CCN1c2nc3c(C)cccn3c(=O)c2CC2(C(=O)N(C)C(=O)N(C)C2=O)C1C (centres undefined)	1	-4
COc1cccc(NC(=O)Cn2cc(C#N)c3ccccc32)c1	·	5
COc1ccc2nc(-c3cccc(N)c3)[nH]c2c1	·	-1
O=C(O)c1ccccc1-c1ccccc1C(=O)Nc1cccc2ccccc12	·	5
O=C1CC(Nc2ccc(N3CCOCC3)cc2)C(=O)N1c1ccccc1F (centres undefined)	9	-42
COc1ccc(OC)c2[nH]c(=O)c(CCNC(=O)C3CCCCC3)cc12	-24	5
COC(=O)c1cnn(-c2cc(Oc3cccc(C)c3)ncn2)c1N	·	29
Cc1ccc(S(=O)(=O)N(C)c2ccc(C(=O)N3CCC(C(N)=O)CC3)cc2)cc1	-1	-27
O=C(CN(Cc1cccs1)C(=O)CNS(=O)(=O)c1ccc(Cl)cc1)NCc1ccco1	·	5
CCCCCCn1c(C(C)NC(=O)c2ccco2)nc2ccccc21 (centres undefined)	-3	-6
C=CCn1c(=N)n(CC(=O)O)c2ccccc21	3	-15
CCOc1ccc(C(=O)O)cc1OC	-1	-11

Going on with the list.
Structure	RT RNaseH block	RmlC RmlD mix
CC1(OC(=O)CCc2ccccc2)C(=O)C=C2C=C(c3ccc(C#N)cc3)N(Cc3ccccc3)C=C2C1=O (centres undefined)	·	-11
CN1CCN(C2=Cc3cc(Cl)ccc3Sc3cc(F)ccc32)CC1	·	-15
CN1CCN(C(=O)c2ccccc2-c2nc(-c3ccccc3)no2)CC1	-5	8
CCN1CCN(c2cc(C)c3cc(NC(=O)c4cccnc4Cl)ccc3n2)CC1	·	-5
CC/C=C/C(=O)N1CC2(CC(c3cccc(NC(=O)COc4ccc(Cl)cc4)c3)=NO2)C[C@H]1C(N)=O (some centres undefined)	·	-4
Cc1csc(NC(=O)c2c(-c3c(Cl)cccc3Cl)noc2C)n1	·	-4
CCCOc1cccc(C(=O)Nc2cccnc2)c1	-9	-34
CC12CN3CC(C)(CN(C1)C3c1cccs1)C2 (centres undefined)	-3	-4
Cc1nn(CC2CCCCC2)c(N)c1-c1ccccc1	·	-42
COc1ccc2ccccc2c1CNCc1ccccn1	·	15
Cc1ccc(Nc2nc(-c3sc(NC(=O)c4ccco4)nc3C)cs2)cc1	·	-16
CC1(C)CC(=O)C=C(c2cccs2)C1	·	9

(listing goes on)
Structure	RT RNaseH block	RmlC RmlD mix
COCCCn1cnnc1SCC(=O)Nc1ccc(S(=O)(=O)N2CCCC2)cc1	·	11
COc1cc2c(cc1OC)C1=C(C#N)CC/C(=N\S(=O)(=O)c3cccc(Cl)c3)N1CC2	·	-14
COc1ccc(N2C(=O)CC(N(Cc3ccc(S(N)(=O)=O)cc3)C(C)=O)C2=O)cc1 (centres undefined)	9	-2
Cc1cc(C)nc(-n2nc(C)c3c(C)c(C)c(C)nc32)n1	·	-14
O=C(NCN1CCN(c2ccccc2F)CC1)c1ccccc1	-2	3
CCOC(=O)N1CCN(C(=O)Cn2nc(-c3ccc(Cl)cc3)ccc2=O)CC1	-15	·
CCCCNC(=O)c1cc2c(=O)n3cccc(C)c3nc2n(CCN2CCOCC2)c1=N	-16	·
CC(NC(=O)CCSc1nc(-c2ccc3c(c2)OCO3)cc(C(F)(F)F)n1)c1ccccc1 (centres undefined)	·	50
Cc1nc(NS(=O)(=O)c2ccccc2)sc1NC(=O)OCCN(C)C	44	4
CCCC(NS(=O)(=O)c1ccc(Br)cc1)C(=O)O (centres undefined)	3	-2
CC(C)N(C=O)C1(C(=O)NC2CCCCC2)CCCCC1	-6	3
CCN(CC)CCN1C(=O)c2ccccc2NC1c1ccc(C)cc1 (centres undefined)	·	8

Laid out differently: entries from further up
CC(NC(=O)CCSc1nc(-c2ccc3c(c2)OCO3)cc(C(F)(F)F)n1)c1ccccc1 (centres undefined)
  RT RNaseH block: ·	RmlC RmlD mix: 50
Cc1nc(NS(=O)(=O)c2ccccc2)sc1NC(=O)OCCN(C)C
  RT RNaseH block: 44	RmlC RmlD mix: 4
CCCC(NS(=O)(=O)c1ccc(Br)cc1)C(=O)O (centres undefined)
  RT RNaseH block: 3	RmlC RmlD mix: -2
CC(C)N(C=O)C1(C(=O)NC2CCCCC2)CCCCC1
  RT RNaseH block: -6	RmlC RmlD mix: 3

The listing continues.
Structure	RT RNaseH block	RmlC RmlD mix
COc1ccc(CN=C2Nc3ccccc3CS2)cc1	·	4
CCN(CC)C(c1ccc(F)cc1)c1nnnn1C1CCCCC1 (centres undefined)	1	8
ON=C1/C(=N\O)CC2(C/C1=N/O)OCCO2	-6	7
Cc1ccc(N2CC(C(=O)NC3CCSC3=O)CC2=O)cc1 (centres undefined)	2	-7
CC(C)N(Cc1nc(-c2ccc(Cl)cc2)no1)C(=O)C12CC3CC(CC(C3)C1)C2	-1	-2
CCCCC(=O)N/N=C/c1ccc(Sc2cccc3cccnc23)o1	·	10
CCCN1C(=O)C(O)(CC(=O)c2ccc3c(c2)OCCO3)c2ccccc21 (centres undefined)	2	-8
COc1cccc(-c2nc(CS(=O)(=O)CC(=O)Nc3cccc(C)c3C)c(C)o2)c1	-5	-6
Cc1ccc(CNC(=O)CCCOc2cc(=O)n(C)c3ccccc23)o1	-59	2
CC(NC(=O)C1CC=CCC1C(=O)O)C1CC2CCC1C2 (centres undefined)	7	107
Cc1nc(-c2ccccc2)nc2[nH]ccc(=O)c12	·	0
O=C(c1cccs1)C1CN2CCC1CC2 (centres undefined)	-3	-3

The results go on:
Structure	RT RNaseH block	RmlC RmlD mix
CCn1c(SCC(=O)N2CCCC2)nc2c1c(=O)n(C)c(=O)n2C	2	-9
COc1ccc(NC(=S)NNC(=O)c2ccccc2OC(F)F)cc1	·	-5
CCOC(=O)c1ccccc1NC(=O)c1ccc(F)cc1	·	-2
CC1CCN(S(=O)(=O)c2cccc(-c3nnc(-c4cccnc4)o3)c2)CC1	5	-2
Cn1c(NCc2c[nH]c3ccccc23)nc2ccccc21	-1	-14
Cc1ccc(SCCN2C(=O)NC(C)(C)C2=O)cc1	-10	i
c1ccc2c(c1)CCN(c1nc3cc4c(cc3s1)OCCO4)C2	-32	5
CCOC(=O)c1c(-c2ccc(OC)cc2)csc1NC(=O)CNCc1ccco1	·	15
CC1=C(C(=O)OC(C)C)C(c2cccs2)n2ncnc2N1 (centres undefined)	-39	4
CC(=O)Oc1ccc2ccccc2c1C(NC(=O)Cc1ccccc1)c1ccccc1Cl (centres undefined)	·	-13
CCN(CC)C(=O)C1CC(=O)OC12CCCCC2 (centres undefined)	·	-1
COc1ccc(-n2c(SCC(=O)Nc3ccc4c(c3)OCO4)nc3c(c2=O)SCC3)cc1	-24	-9

Continued.
Structure	RT RNaseH block	RmlC RmlD mix
CC1(C)CC(c2nc(-c3ccc(Cl)cc3)cs2)CCS1 (centres undefined)	·	2
O=C1CC(c2ccc(F)cc2)Cc2nc(NCc3ccco3)ncc21 (centres undefined)	-2	-2
C=CCOC(=O)C1=C[C@H](c2ccc(C(F)(F)F)cc2)[C@@H](CCCO)[C@H](OCC)O1	·	10
COc1ccccc1C1/C(=C(/O)c2ccc(C)cc2)C(=O)C(=O)N1CCN1CCOCC1 (centres undefined)	2	·
O=C(Cn1nnc2ccccc2c1=O)NCc1ccco1	-2	-15
CCOC(=O)C(O)(CC(=O)Nc1ccc(Cl)cc1Cl)C(F)(F)F (centres undefined)	·	11
CCCCOC(=O)c1ccc(NC(=O)c2nn(C)cc2Br)cc1	·	-8
CC(C)C(=O)Nc1ccc(C(=O)NNC(=O)c2ccco2)cc1	·	14
O=C(CCN1CCOCC1)Nc1ccc2c(c1)N(C(=O)CN1CCOCC1)c1ccccc1CC2	-8	-9
O=C(C1=C[C@H](C2CCCCC2)C[C@H](OCc2ccc(CO)cc2)O1)N1CCOCC1	·	-4
COc1cc(NC(=O)c2ccco2)c(OC)cc1NC(=O)CSc1ncc(-c2ccc(F)cc2)[nH]1	4	-4
CCOC(=O)c1sc(SC)c(C(C)=O)c1C	·	-15

Further results:
Structure	RT RNaseH block	RmlC RmlD mix
O=C(O)C1CCCCC1C(=O)NCc1ccc(F)cc1 (centres undefined)	-1	-6
Nc1nc(-c2c[nH]c3ccccc23)cs1	13	15
Cc1cccc(C)c1NC(=O)N1CCC(n2c(=O)[nH]c3ccccc32)CC1	·	7
CC(=O)OC1CCC2(C)C(CCC3C2CC(OC(C)=O)C2(C)C3C[C@@H]3O[C@]4(CC[C@@H](C)CO4)[C@@H](C)C32)C1 (some centres undefined)	·	-9
COc1cccc(/C=N/n2cnnc2)c1OCc1ccccc1	-2	-8
Cc1ccc(S(=O)(=O)N2c3ccccc3OCC2C(C)(C)C)cc1 (centres undefined)	·	-15
CC(C)CCNC(=O)C12CN(Cc3ccccc3)CC1C(c1ccc([N+](=O)[O-])cc1)=NO2 (centres undefined)	·	-1
O=C(/C=C/c1ccco1)NC(=S)Nc1cccc(-c2nc3ccccc3o2)c1	·	17
CCC1(CC)C(=O)NC(=NCCc2c[nH]c3ccccc23)NC1=O	0	2
COc1cc(/C=C2\N=C3CCCCCN3C2=O)ccc1O	·	9
CNc1nnc(-c2cccc(N(C)C)c2)s1	-8	-3
O=C(Nc1ccccc1)N(C1=NCCCCS1)c1cccc2ccccc12	·	3

The list continues.
Structure	RT RNaseH block	RmlC RmlD mix
Clc1ccc(CSc2nnc(/C=C/c3ccccc3)o2)c(Cl)c1	·	-5
O=[N+]([O-])/C=C/c1cn(Cc2ccc(F)cc2)c2ccccc12	·	-7
CCC(=O)N1CCN(CCN=Cc2c(O)n(C3CCCCC3)c(=O)n(C3CCCCC3)c2=O)CC1	-4	·
C[N+]1(C)CCCC(OC(=O)C(O)(c2ccccc2)c2ccccc2)C1 (centres undefined)	·	-15
CCOC(=O)Cc1nn2c(=O)cc(C)nc2s1	-8	-16
N=c1oc2ccccc2cc1-c1nc2ccccc2c(=O)[nH]1	-10	-7
COc1ccc(NC(=O)CN2CCN(c3ccc(F)cc3)CC2)cc1Cl	-14	5
O=C(CSc1nnc(COc2ccccc2F)n1-c1ccccc1)NCc1ccco1	·	-6
COc1cc(C(=O)Oc2ccccc2/C=N/NC(=O)c2ccc(C)cc2)cc(OC)c1OC	·	-8
COC(=O)[C@@H](NC(=O)NCc1cccc(OC)c1)C(C)C	0	3
Cn1c(SCC(=O)Nc2ccc3c(c2)OCO3)nnc1-c1cnccn1	-11	4
CC1CCN(S(=O)(=O)c2cn(C)c(=O)n(C)c2=O)CC1	·	5

The listing continues.
Structure	RT RNaseH block	RmlC RmlD mix
COc1ccc(C(=O)N2CCc3cc(OC)c(OC)cc3C2c2cccc([N+](=O)[O-])c2)cc1OC (centres undefined)	·	-1
CCOC(=O)N1N=C(CC)CC1(O)C(F)(F)F (centres undefined)	·	-7
CC(=O)N1CCN(Cc2nc3cc(NS(C)(=O)=O)ccc3n2C)CC1	-12	-8
CCC(C)OC(=O)C1=C(C)O[C@]23OC(N)=C(C#N)[C@]12C(=O)c1ccccc13 (some centres undefined)	·	7
Cn1c(C(=O)Nc2ccc3c(c2)OCCO3)cc2c(=O)n(C)c3ccccc3c21	-22	7
Cc1ccc(NC(=O)CN2CCCCCC2)c(Br)c1	-9	0
CSCCC(NC(=O)c1ccco1)C(=O)O (centres undefined)	-4	16
CCOC(=O)c1c(NC(=O)Cn2nnc(-c3ccc(Cl)cc3)n2)sc(C)c1C	·	-10
CCS(=O)(=O)NCc1ccc2c(c1)cc(C)n2C	·	7
C=CCNc1cccc(Br)c1	·	-215
COc1ccc(CC(=O)Nc2nc(C)cs2)cc1OC	-6	-12
Cc1nc(SC2CC(=O)N(c3cc(Cl)cc(Cl)c3)C2=O)nc2c1CCCC2 (centres undefined)	·	4

Next results.
Structure	RT RNaseH block	RmlC RmlD mix
NC1=NC[C@H](Cc2ccccc2)N1CCc1cc(C(F)(F)F)cc(C(F)(F)F)c1	·	10
CCCCc1nccn1CCn1ccnc1CCCC	-8	-9
CCc1nnc(NC(=O)c2ccc(-c3ccc(Cl)cc3)o2)s1	·	-19
O=C(O)C1CCCCC1C(=O)NCCc1ccncc1 (centres undefined)	5	3
N#C/C(=C\c1cn(CCOc2ccccc2)c2ccccc12)C(=O)NCc1ccco1	·	-10
Cc1nc2sc(C(c3ccco3)N3CCOCC3)c(O)n2n1 (centres undefined)	-24	-10

2 entries from above, reformatted.
Second line of a record: RT RNaseH block, RmlC RmlD mix
CCCCc1nccn1CCn1ccnc1CCCC
  -8, -9
CCc1nnc(NC(=O)c2ccc(-c3ccc(Cl)cc3)o2)s1
  ·, -19
